eIF4E 4G PPI – eIF4E–eIF4G protein interaction inhibitors, primary screen, biochemical, uHTS, TR-FRET, eIF4GI fragment; Eukaryotic translation initiation factor 4E (Mus musculus) + Eukaryotic translation …; TR-FRET eIF4E-eIF4GI(517-606) binding, 2 h; inhibition, % at 21.7 µM; actives 0.37% (n = 220,000); AID 782, 2007;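 active = inhibition above about 30%, limit read from the data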;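 also: 0% = full FRET control wells and 100% = background wells lacking eIF4GI fragment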
FXIa inh – human FXIa protease inhibitors, primary screen, biochemical, 1536-well; AID 798, 2007; inhibition, % at 5 µM; purified FXIa, Boc-Glu-Ala-Arg-AMC fluorogenic substrate; actives 0.14% (n = 220,000); Coagulation factor XI (Homo sapiens), P03951;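 active = inhibition of at least 40%; inactive = inhibition below 40%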;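 also: fluorescence of freed AMC excited at 355 nm; 0% = enzyme without compound and 100% = no enzyme blank; many of its hits are not listed in these tables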
14-3-3 Bad inh – inhibitors of 14-3-3 zeta/Bad binding, primary screen, biochemical, TR-FRET, bovine 14-3-3 zeta | inhibition, % at 21.7 µM | AID 781, 2007 | TR-FRET 14-3-3zeta/Dy647-pBad peptide displacement, 1 h | 14-3-3 protein zeta/delta (Bos taurus), P63103 | actives 0.71% (n = 220,000);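 active = inhibition above about 70%, limit read from the data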;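 also: 0% = full 14-3-3 plus peptide FRET controls and 100% = background without 14-3-3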
Target sequence (P63103 whole entry, looked up): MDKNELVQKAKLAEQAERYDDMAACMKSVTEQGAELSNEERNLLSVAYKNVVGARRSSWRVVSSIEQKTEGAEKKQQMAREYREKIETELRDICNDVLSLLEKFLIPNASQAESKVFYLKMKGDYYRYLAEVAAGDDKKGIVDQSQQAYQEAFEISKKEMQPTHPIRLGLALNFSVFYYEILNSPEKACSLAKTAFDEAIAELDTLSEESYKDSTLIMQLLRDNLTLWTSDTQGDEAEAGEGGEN
FXIIa inh 1536 – human FXIIa protease inhibitors, primary screen, biochemical, 1536-well; inhibition, % at 5 µM; Coagulation factor XII (Homo sapiens), P00748; actives 0.3% (n = 220,000); purified FXIIa, Boc-QGR-AMC fluorogenic substrate, 2 h; AID 800, 2007; in the data active = inhibition above about 40%;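 also: 0% = enzyme with no compound and 100% = blank without enzyme; many of its hits are not listed in these tables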
MDM2 E3 inh – MDM2-luciferase reporter signal enhancers, primary screen, MDM2 E3 ligase inhibitor project, cell-based, luminescence, 1536-well; actives 0.11% (n = 210,000); E3 ubiquitin-protein ligase Mdm2 (Homo sapiens), Q00987; signal enhancement, % at 5 µM; cell-based MDM2 ubiquitination luciferase reporter, 2 h; 0 = plate control, 100 = twice control, blank-subtracted;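 active = signal enhancement of 30% or more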;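 also: luminescence tracks abundance of the self-degrading MDM2-luciferase fusion protein; higher signal means inhibition of MDM2 E3 ligase activity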
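system = mammalian cells stably expressing self-ubiquitinating, self-degrading MDM2 E3–luciferase fusion | quantity = 2000 cells per well seeded | incubation = 4 h cell settling then 2 h compound exposure, 37 °C | signal = SteadyLite luminescence, 15 min reagent step | benchmarks = plate control and blank wells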
hK5 inh – human KLK5 protease inhibitors, primary screen, biochemical, 1536-well | inhibition, % at 5 µM | recombinant hK5, fluorogenic AMC substrate cleavage | actives 0.59% (n = 210,000);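 active = inhibition of 40% or more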;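 also: 0% = enzyme controls without compound and 100% = no-enzyme blanks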
p97 ATPase inh – inhibitors of human p97 ATPase, primary screen, biochemical; recombinant p97 ATPase, Kinase-Glo ATP luminescence, 3 h; inhibition, % at 8 µM; actives 0.42% (n = 220,000); in the data active = inhibition above about 15%;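 also: 0% = DMSO vehicle and 100% = wells lacking enzyme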
Target sequence (P55072 whole entry, looked up): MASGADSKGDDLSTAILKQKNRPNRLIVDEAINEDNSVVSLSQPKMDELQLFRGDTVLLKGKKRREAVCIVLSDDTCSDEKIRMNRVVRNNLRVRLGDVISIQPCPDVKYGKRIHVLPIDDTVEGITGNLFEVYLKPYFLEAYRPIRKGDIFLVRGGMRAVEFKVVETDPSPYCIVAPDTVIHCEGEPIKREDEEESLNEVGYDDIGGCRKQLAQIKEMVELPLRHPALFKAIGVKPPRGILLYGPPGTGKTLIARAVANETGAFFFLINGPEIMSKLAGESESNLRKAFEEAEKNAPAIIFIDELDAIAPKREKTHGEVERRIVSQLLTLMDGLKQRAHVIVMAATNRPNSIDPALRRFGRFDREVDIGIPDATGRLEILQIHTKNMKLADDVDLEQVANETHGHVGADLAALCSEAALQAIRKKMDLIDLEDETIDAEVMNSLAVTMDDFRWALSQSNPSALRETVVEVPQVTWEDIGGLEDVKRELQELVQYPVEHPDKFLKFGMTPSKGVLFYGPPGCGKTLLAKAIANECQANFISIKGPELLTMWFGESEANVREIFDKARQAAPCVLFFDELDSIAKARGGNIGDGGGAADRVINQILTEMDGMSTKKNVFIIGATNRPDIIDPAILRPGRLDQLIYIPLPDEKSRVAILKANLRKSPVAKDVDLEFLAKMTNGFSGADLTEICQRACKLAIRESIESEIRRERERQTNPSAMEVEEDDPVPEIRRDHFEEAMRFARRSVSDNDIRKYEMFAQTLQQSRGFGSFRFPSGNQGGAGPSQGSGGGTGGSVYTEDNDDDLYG
Wee1 stabilizer – Wee1 degradation inhibitors, primary screen, cell-based, HeLa, Wee1K328M-luciferase, luminescence; HeLa Luc-Wee1K328M stability; 100% = proteasome inhibitor MG132 effect; reporter increase, % at 5 µM; Wee1-like protein kinase (Homo sapiens), P30291; actives 1.2% (n = 220,000);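 active = activation above the mean of all tested compounds plus 3 SD, set per screening run, cut at about 8.8% in these data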;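 also: cells exposed to compound for 20 h before luminescence read; 0% = DMSO alone and 100% = MG132 at 30 µM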
Rad51 HR inh – human RAD51 strand exchange inhibitors, primary screen, biochemical, fluorescence | inhibition, % at 10 µM | actives 0.085% (n = 200,000) | hRad51 DNA strand exchange, fluorescence dequenching | DNA repair protein RAD51 homolog 1 (Homo sapiens), Q06609;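 active = inhibition above 40% at the single screening dose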;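 also: 0% = DMSO control wells and 100% = blanks with heterologous ssDNA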
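material = hRad51 filaments on single-stranded DNA | timing = filaments 15 min 37 °C, then compound 30 min | signal = FRET fluorescence dequenching, excitation 485 nm, emission 520 nm | benchmarks = control wells and blank wells on each plate | evaluation = percent inhibition relative to plate controls and blanks | compound = 10 µM final, single point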
The depositor's hits bear a star; x = not tested or not shown; [ ] = remark or other dose.

SMILES	eIF4E 4G PPI	FXIa inh	14-3-3 Bad inh	FXIIa inh 1536	MDM2 E3 inh	hK5 inh	p97 ATPase inh	Wee1 stabilizer	Rad51 HR inh
O=C(O)CCC(=O)N1CCc2cc(S(=O)(=O)NCc3cccs3)ccc21	-4.3	-14.6	12.3	5.1	-1.4	2.9	3.4	0.0	-6.7
CCOc1ccc(C(C)=O)cc1COc1ccc(-n2cnnn2)cc1	-9.4[fluorescence artefact?]	-6.5	12.4[fluorescence artefact?]	0.8	-19.4	-5.2	5.2	5.8	-7.5
COC(=O)c1ccc2c(=O)n(-c3ccccc3)c(=S)[nH]c2c1	-1.3	-4.1	-13.4	5.9	-16.4	-2.5	2.3	-1.1	0.1
CCC(C)n1c(=N)c(C#N)cc2c(=O)n3ccccc3nc21 (configuration not stated)	0.9	-1.2	0.9	-2.0	x	-15.1	-4.1	0.0	-3.1
CC(C)C(=O)N1CCC(c2nc(-c3ccc(S(=O)(=O)N4CCCC4)cc3)no2)CC1	-1.4	2.4	9.8	10.9	-13.0	-24.0	0.6	-1.2	2.0
O=C(NCCc1ccccc1)C1CCCN1S(=O)(=O)c1ccccc1 (configuration not stated)	2.2	8.5	2.2	26.2	-60.5	x	-2.5	-4.3	x
Cc1sc2ncnc(SCC(=O)NC(=O)c3cccn3C)c2c1C	0.2	5.8	19.3	8.7	-17.1	1.2	-9.7	7.5	-7.5
CCN(CC)c1ccc(NC(=O)COc2ccc(N(C)S(=O)(=O)c3cccs3)cc2)cc1	10.4	-3.8	6.6	x	-5.7	-1.3	3.1	0.4	2.0
CC(=O)c1cc(-c2ccccc2)n(CC(=O)N2CCN(C3CCCC3)CC2)c1C	-3.0	8.9	-5.2	6.2	-7.7	0.7	-2.3	1.8	-4.6
CC(C)=CCC(C)(C)CNC(=O)NC1CCCCC1	-0.9	-1.0	-2.3[fluorescence artefact?]	7.4	-11.7	-5.1	-5.0	1.2	-8.9

Molecules listed so far with four or more nitrogen atoms, in the order listed:
SMILES	eIF4E 4G PPI	FXIa inh	14-3-3 Bad inh	FXIIa inh 1536	MDM2 E3 inh	hK5 inh	p97 ATPase inh	Wee1 stabilizer	Rad51 HR inh
CCOc1ccc(C(C)=O)cc1COc1ccc(-n2cnnn2)cc1	-9.4[fluorescence artefact?]	-6.5	12.4[fluorescence artefact?]	0.8	-19.4	-5.2	5.2	5.8	-7.5
CCC(C)n1c(=N)c(C#N)cc2c(=O)n3ccccc3nc21 (configuration not stated)	0.9	-1.2	0.9	-2.0	x	-15.1	-4.1	0.0	-3.1
CC(C)C(=O)N1CCC(c2nc(-c3ccc(S(=O)(=O)N4CCCC4)cc3)no2)CC1	-1.4	2.4	9.8	10.9	-13.0	-24.0	0.6	-1.2	2.0
Cc1sc2ncnc(SCC(=O)NC(=O)c3cccn3C)c2c1C	0.2	5.8	19.3	8.7	-17.1	1.2	-9.7	7.5	-7.5

(more compounds)
SMILES	eIF4E 4G PPI	FXIa inh	14-3-3 Bad inh	FXIIa inh 1536	MDM2 E3 inh	hK5 inh	p97 ATPase inh	Wee1 stabilizer	Rad51 HR inh
N#Cc1ccccc1Sc1ccccc1C(=O)OCC(=O)N1CCN(C(=O)c2ccco2)CC1	-2.5	-2.4	-7.9[fluorescence artefact?]	12.2	-10.8	-2.9	1.2	-2.5	1.8
CC(C)[C@@H]1NC(=O)c2cc([N+](=O)[O-])cc(I)c2NCCCC[C@@H](C(=O)NC(CC(=O)O)C(N)=O)NC(=O)[C@H](CO)NC1=O (some centres not stated)	-2.1[fluorescence artefact?]	8.1	4.4	13.8	x	-14.9	1.7	-3.7	-6.5
O=C1c2cc([N+](=O)[O-])ccc2-c2ncccc21	6.7	11.2	20.9	4.7	-8.3	1.3	6.9	-2.1	17.0
CCS(=O)(=O)c1cc([N+](=O)[O-])c(Sc2ccccc2N)s1	2.6	13.6	-2.3	5.8	-43.9	3.9	8.2	-0.8	8.8
c1ccc2c(-c3nn4nnnc4c4ccccc34)cccc2c1	-3.5	-7.0	-0.8	2.5	x	-6.0	2.4	5.2	x
CCCCCn1c(=O)c(Cc2ccccc2)c(O)c2ccccc21	1.8	8.4	2.9	17.2	0.4	-4.8	-2.6	0.9	-3.7
COCc1cc(C)nc(OCC(=O)N/N=C/c2ccc(-c3cc([N+](=O)[O-])ccc3C)o2)c1C#N	-1.8	4.8	-2.9	11.4	4.7	-1.7	3.7	1.2	5.8
O=C(Nc1ccc(Cl)c(Cl)c1)c1ccc(Cn2cc(Cl)cn2)cc1	2.4[fluorescence artefact?]	1.9	9.3	3.1	-3.3	8.0	4.7	1.9	6.4
CCOc1ccc(/C=C2/C(=N)N3OC(C)=CC3=NC2=O)cc1OC	2.9	-2.9	-10.1	6.2	6.8	3.7	0.9	-3.7	5.7
O=C1OCCC1Sc1nnc(-c2ccc(Br)cc2)o1 (configuration not stated)	-11.9	7.0	2.2	9.3	-6.0	-4.7	6.8	-2.4	x

Two entries from above, with values under each structure:
Under each structure – eIF4E 4G PPI | FXIa inh | 14-3-3 Bad inh | FXIIa inh 1536 | MDM2 E3 inh | hK5 inh | p97 ATPase inh | Wee1 stabilizer | Rad51 HR inh
N#Cc1ccccc1Sc1ccccc1C(=O)OCC(=O)N1CCN(C(=O)c2ccco2)CC1
→ -2.5 | -2.4 | -7.9[fluorescence artefact?] | 12.2 | -10.8 | -2.9 | 1.2 | -2.5 | 1.8
CC(C)[C@@H]1NC(=O)c2cc([N+](=O)[O-])cc(I)c2NCCCC[C@@H](C(=O)NC(CC(=O)O)C(N)=O)NC(=O)[C@H](CO)NC1=O (some centres not stated)
→ -2.1[fluorescence artefact?] | 8.1 | 4.4 | 13.8 | x | -14.9 | 1.7 | -3.7 | -6.5

More results follow.
SMILES	eIF4E 4G PPI	FXIa inh	14-3-3 Bad inh	FXIIa inh 1536	MDM2 E3 inh	hK5 inh	p97 ATPase inh	Wee1 stabilizer	Rad51 HR inh
CC(C)Oc1cccc(C(=O)Nc2ccc(NC(=O)c3ccco3)cc2)c1	-2.1	-6.1	-6.2	7.6	-12.6	-3.1	-2.0	3.2	x
O=C(/C=C/c1ccccc1)NCCSCc1ccccc1	3.6[fluorescence artefact?]	-0.4	8.6[fluorescence artefact?]	5.3	-9.4	-10.2	-2.9	0.3	x
COc1ccc(NC(=S)NCC2CCCO2)c(C)c1 (configuration not stated)	-0.4	-1.9	-0.8	8.2	-4.7	-11.7	-1.0	-1.5	x
O=C1C(=O)N(CCN2CCOCC2)C(c2ccncc2)/C1=C(/O)c1ccc2c(c1)OCO2 (configuration not stated)	0.8	4.5	-8.7	-4.9	-7.6	14.3	3.7	1.8	-5.5
Cn1c(/C=N/n2cnnc2)nc2ccccc21	5.0	-2.5	4.4	9.1	-3.5	0.9	2.2	2.5	9.2
CC1=C(CC/C(C)=N/NC(N)=S)C(C)(C)CCC1	-0.6	9.2	-6.5[fluorescence artefact?]	14.2	x	-34.5	-0.6	-0.1	-2.7
CCCN1CCN(c2ccc([N+](=O)[O-])cc2C#N)CC1	4.0	11.9	-2.5	10.0	-8.4	2.2	-4.1	1.6	11.3
COc1ccc(NC(=O)c2cc(-c3ccccc3)oc2C)cc1	-0.7	2.7	-5.2	2.1	-6.0	-14.1	5.4	2.2	9.5
COC(=O)/C=C1/S/C(=N/N=C/c2ccc(N(C)C)cc2)NC1=O	1.8	-3.2	4.0	6.6	-18.0	0.7	0.8	0.4	-82.8
COc1ccccc1Nc1nc2nonc2[nH]c1=O	5.5	2.3	14.0	12.7	-3.3	14.8	1.8	0.4	2.1
N/C(=N\OC(=O)COc1ccc(Cl)cc1Br)c1cccnc1	-0.4	1.7	1.3	12.6	-8.5	-0.5	1.7	3.3	24.6
Cn1ccnc1C(O)c1ccccc1 (configuration not stated)	-1.0	-7.2	-2.1	2.1	-20.8	-5.5	1.8	-0.3	4.8
CN(CC(=O)Nc1ccc(F)cc1)CC(=O)Nc1ccc(Cl)c(S(=O)(=O)N2CCOCC2)c1	-4.0	0.1	-2.2	10.7	-7.3	-2.1	-4.2	-2.6	11.9
O=c1oc2ccc(Br)cc2cc1-c1nc2ccccc2o1	2.0[fluorescence artefact?]	3.6	-6.3	11.7	-5.6	1.2	5.6	0.5	-5.0
COc1cc(C2CC(=O)Oc3c(C(CCN4CCCC(C)C4)c4ccc(N(C)C)cc4)c(OC)cc(OC)c32)cc(OC)c1OC (configuration not stated)	-3.0	-0.5	-3.0	7.3	11.1	2.9	x	x	-6.0
CCCCOc1ccc(/C=C/C(=O)OCC(=O)NC(=O)NCC(C)C)cc1OCC	5.5	5.8	-1.4	13.1	-5.3	-2.3	0.9	-1.3	-6.5
C/C(=N\N1CCN(c2ccc(Cl)cc2)CC1)c1cccs1	0.7	-5.1	-3.8	-4.5	-2.3	-14.9	-2.4	-0.1	-5.1
COCCN1C2=C(COC(C)(C)C2)C(=S)NC1c1ccccc1 (configuration not stated)	1.1	-1.4	-5.6	0.5	-1.8	-2.2	3.5	-1.3	x
Cc1nc([N+](=O)[O-])cn1CC(=O)Nc1ccc2c(c1)OCO2	-2.6	-3.3	-0.5	x	-1.7	-2.0	0.5	-1.1	3.3
CCCOc1ccc(/C(O)=C2/C(=O)C(=O)N(CCN(C)C)C2c2ccc(OC)c(OC)c2)cc1 (configuration not stated)	-3.4	5.7	7.2	16.1	11.4	-4.1	4.6	3.7	-2.4
CCC(NC(=O)c1ccccc1NC(=O)c1ccco1)C(=O)NNC(=O)c1ccncc1 (configuration not stated)	-2.8	9.8	-4.1	30.2	-23.9	7.8	-1.9	0.8	-4.7
Cc1ccc(S(=O)(=O)N2CCCCC2)cc1NC(=O)Nc1ccc(Cl)cc1Cl	-2.2	0.3	-3.5	6.1	-9.4	-2.2	1.7	0.2	21.8
CC(=O)c1ccc(N2CCC(C(=O)O)CC2)cc1	4.7	0.0	2.2	11.0	5.3	5.8	4.4	-1.9	-2.0
Cc1ccc(Nc2c(-c3ccccn3)nc3cc(C)ccn23)cc1	-1.9	1.8	-22.8	9.1	4.7	-20.0	5.5	3.3	13.1
CCN1CCN(CC(=O)Nc2cc(F)ccc2C)CC1	-4.2	-4.7	17.1	3.0	-5.3	-4.6	-2.5	2.7	-2.4
CC(=O)NCC(O)c1ccc([N+](=O)[O-])cc1 (configuration not stated)	-7.0	2.4	3.4	7.1	-11.5	3.3	6.9	-2.4	16.5
CCCCN(CC)CCNC(=O)CCNC(=O)Cn1ccc2ccccc2c1=O	3.7	-4.4	3.1	3.5	-7.0	-5.6	5.9	-0.3	2.2
CCCCNC(=O)NS(=O)(=O)c1ccc(C(=O)OC(C)C)o1	4.2	0.3	32.0	5.8	-4.0	-5.9	-1.3	-1.6	-9.3
O=C(COc1ccc2ccccc2c1)NCCNC(=O)COc1ccc2ccccc2c1	-13.3	-7.2	2.9	14.3	-8.8	-15.2	-0.9	-0.6	0.3
CCOC(=O)/C(C#N)=C/c1cc(C)n(-c2ccccc2)c1C	-6.6	5.2	2.9	7.8	-39.7	-6.6	-1.3	-1.1	4.1
